Screening results from PubChem BioAssay.
NALP1 inh = blocks the NALP1 inflammasome reconstituted in yeast; S. cerevisiae NALP1/ASC/caspase-1 growth, X-gal OD620, 72 h; AID 2071; 280,000 compounds, 0.61% hits; inhibition, % at 10 µM; in the data active = inhibition mostly above about 24%, no sharp cut-off; inactive = mostly below about 32%; also: some compounds called inactive have numbers as strong as hits
UBC9 SUMO inh = SUMOylation inhibition; HTRF SUMOylation assay, SAE1/SAE2 + UBC9, in vitro; P63279; 290,000 compounds, 0.36% hits; inhibition, % at 35 µM; AID 2006; in the data active = inhibition above about 50%, passing the limit was not always enough; also: strong numbers were not always called active
Target sequence (P63279 whole entry, looked up): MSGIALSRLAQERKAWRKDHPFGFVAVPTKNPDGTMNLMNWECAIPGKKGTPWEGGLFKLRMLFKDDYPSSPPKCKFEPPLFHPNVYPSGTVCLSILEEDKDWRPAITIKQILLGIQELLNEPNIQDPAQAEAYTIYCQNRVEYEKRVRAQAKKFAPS
IMP-1 inh = inhibitors of Pseudomonas aeruginosa IMP-1 metallo-beta-lactamase; purified IMP-1, nitrocefin hydrolysis, epi-absorbance fluorescence; inhibition, % at 5.6 µM; 290,000 compounds, 0.45% hits; AID 1556;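 active = inhibition above the mean plus 3 SD of all compounds in the same screening run, cut at about 4.5% in these data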;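 also: 0% = IMP-1 with DMSO and 100% = DMSO wells lacking enzyme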
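Test system: recombinant IMP-1 enzyme, purified / Medium: HEPES buffer pH 7.1 with ZnSO4 and Brij 35 / Doses: single dose, 5.6 µM / Times: 25 °C, 15 min preincubation, 25 min reaction / Detection: Epi-absorbance via hydrolysed-nitrocefin quenching of white-plate fluorescence, 480/530 nm, EDTA stop / Evaluation: percent inhibition from optical density relative to buffer-blank wells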
VIM-2 inh = blocks Pseudomonas aeruginosa VIM-2 metallo-beta-lactamase; inhibition, % at 5.6 µM; purified VIM-2, nitrocefin hydrolysis, epi-absorbance fluorescence; 290,000 compounds, 0.89% hits;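 active = inhibition above the mean of all tested compounds plus 3 SD, cutoff set per screening run, cut at about 7.5% in these data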;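 also: red hydrolysis product quenches plate fluorescence so inhibitors raise well fluorescence; 0% = enzyme with DMSO and 100% = DMSO without enzyme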
HCV NS3 hel inh = blocks Hepatitis C virus NS3 helicase unwinding | 290,000 compounds, 0.56% hits | AID 1800 | inhibition, % at 10.9 µM | NS3 helicase DNA unwinding, Cy5 molecular beacon fluorescence;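 active = inhibition above the mean of all tested compounds plus 3 SD, set per campaign, cut at about 35% in these data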;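 also: 0% = DMSO wells and 100% = thioflavine S control wells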
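Material: hepatitis C virus NS3 helicase domain fragment enzyme; measured by: Cy5 fluorescence, 0 and 60 min reads; control set: DMSO and thioflavine S; incubation: 60 min unwinding reaction at 25 °C after ATP addition; read-out basis: % inhibition from 60/0 min fluorescence ratio, DMSO 0%, thioflavine S 100%; repeats: singlicate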
MEKK2 mut-MEK5 = signal of MEK5 binding to mutant human MEKK2 PB1 domain. 290,000 compounds, 0.35% hits. percent response, % at 10 µM. AID 1530. bead flow cytometry, Alexa488-MEK5 binding to MEKK2 mutant; in the data active = percent response above about 24%, passing the limit was not always enough; also: inactives centre near 1; some results filed as inactive read as strong as hits
MEKK2 WT-MEK5 = raises or lowers MEK5 binding to wildtype human MEKK2 PB1 domain; Q9Y2U5; bead flow cytometry, Alexa488-MEK5 binding to MEKK2 WT; actives lie on both sides; binding response (% of control), % at 10 µM; 290,000 compounds, 1.1% hits; AID 1531; in the data active = binding response below about 67% or above about 130%
DNA FID counter = displaces DNA intercalator in HCV helicase counter-screen; inhibition, % at 7.9 µM; DNA fluorescent intercalator displacement, fluorescence; 290,000 compounds, 0.17% hits; in the data active = inhibition above about 37%;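 also: 0% = vehicle and 100% = reference compound; higher means more ethidium bromide displaced from hairpin DNA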
PfM18AAP inh = blocks P. falciparum M18 aspartyl aminopeptidase; AID 1822; 290,000 compounds, 1.2% hits; inhibition, % at 7.35 µM; recombinant PfM18AAP, H-Glu-NHMec fluorogenic cleavage;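 active = inhibition above the campaign mean inhibition over all tested compounds plus 3 SD, cut at about 28% in these data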;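 also: 0% = plate median of test compound wells and 100% = 2 mM ZnCl2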
* = called active by the depositor; x = not tested or not shown. Not a hit list; overall some 4.7% were active at least once.

nr	SMILES	NALP1 inh	UBC9 SUMO inh	IMP-1 inh	VIM-2 inh	HCV NS3 hel inh	MEKK2 mut-MEK5	MEKK2 WT-MEK5	DNA FID counter	PfM18AAP inh
1	c1ccc(Oc2nc(N3CCOCC3)nc(N3CCOCC3)n2)cc1	4	15	-0.9	1.4	18	7	102	-15	-10
2	COc1ccc(CNS(=O)(=O)c2ccc(OC)cc2)cc1	2	5	-0.3	-1.0	25	4	101	-6	4
3	CCCc1[nH]nc2c1C(c1ccc(OCCN3CCOCC3)c(OC)c1)C(C#N)=C(N)O2 (centres undefined)	15	14	-4.0	3.9	-2	6	104	-4	9
4	CCOC(=O)C(Cc1ccccc1)(Cc1ccccc1)C(C)=O	21	2	-3.0	-3.3	-3	1	101	-32	-5
5	NC(=O)NC(=O)COC(=O)c1ccc(Cl)c(S(=O)(=O)N(Cc2ccccc2)c2ccc(Cl)cc2)c1	42	-12	-1.1	-1.8	19	4	104	-41	-8
6	Cc1nn(CC(=O)Nc2ccc(S(N)(=O)=O)cc2)c(=O)c2ccccc12	22	8	2.6	-0.6	13	-2	99	-8	-2
7	O=C(COC(=O)c1ccc(Br)cc1)Nc1ccccc1Br	10	1	-3.4	-4.2	-1	-3	100	-6	3
8	Cc1cc(=O)[nH]c(SCC(=O)c2ccc(O)c(O)c2)n1	-1	61	-4.3	-0.3	16	5	107	0	68*
9	CCN1CCN(C(=O)CCc2nnc3ccc(N4CCN(c5cccc(OC)c5)CC4)nn23)CC1	15	22	-2.1	-0.9	-10	1	103	6	5
10	COCCNC(=O)c1ccccc1-c1nc(-c2ccccc2OC)no1	18	16	-3.0	-2.9	6	7	104	-9	4
11	CN(NC(=O)c1ccc(Cl)cc1)c1ncc(C(F)(F)F)cc1Cl	8	75	-1.8	-2.6	-12	4	97	-7	-1
12	COc1ccc(NC(=O)c2cc(C)on2)cc1	13	9	-1.4	-1.4	-1	-1	100	-2	2
13	Fc1ccccc1N1CCN(c2ncnc3[nH]ncc23)CC1	6	-5	-2.6	-2.5	1	x	x	-18	10
14	O=C(N/N=C/c1ccccc1O)C1CC(=O)N(c2ccc(F)cc2)C1 (centres undefined)	-7	10	-5.6	-4.2	2	3	101	-18	9
15	Cc1conc1NC(c1cccs1)c1ccc2cccnc2c1O (centres undefined)	-10	-28	-5.2	-3.2	12	-3	98	-3	12
16	CCS(=O)(=O)N1CCC(C(=O)c2ccc(Cl)cc2)CC1	-3	0	1.1	-3.8	-3	5	104	-1	-1
17	CCOC(=O)c1ccc(S(=O)(=O)Nc2ccc3cn[nH]c3c2)cc1	6	21	-3.0	-2.2	-5	-6	95	-9	4
18	CSc1nsc(SCC(=O)Nc2ccccc2F)n1	-19	8	-2.3	-3.9	-8	4	99	-7	-9
19	CCOC(=O)c1c(NC(=O)C2COc3ccccc3O2)sc2c1CC(C)(C)NC2(C)C (centres undefined)	37	-4	0.5	1.2	-77	0	114	43*	12
20	Cc1nn(CC(=O)O)c(C)c1N	x	16	-3.0	-3.1	13	0	103	-2	1

Quoted at random: 4 compounds from above.
nr	SMILES	NALP1 inh	UBC9 SUMO inh	IMP-1 inh	VIM-2 inh	HCV NS3 hel inh	MEKK2 mut-MEK5	MEKK2 WT-MEK5	DNA FID counter	PfM18AAP inh
4	CCOC(=O)C(Cc1ccccc1)(Cc1ccccc1)C(C)=O	21	2	-3.0	-3.3	-3	1	101	-32	-5
20	Cc1nn(CC(=O)O)c(C)c1N	x	16	-3.0	-3.1	13	0	103	-2	1
10	COCCNC(=O)c1ccccc1-c1nc(-c2ccccc2OC)no1	18	16	-3.0	-2.9	6	7	104	-9	4
19	CCOC(=O)c1c(NC(=O)C2COc3ccccc3O2)sc2c1CC(C)(C)NC2(C)C (centres undefined)	37	-4	0.5	1.2	-77	0	114	43*	12

Carrying on:
nr	SMILES	NALP1 inh	UBC9 SUMO inh	IMP-1 inh	VIM-2 inh	HCV NS3 hel inh	MEKK2 mut-MEK5	MEKK2 WT-MEK5	DNA FID counter	PfM18AAP inh
21	CC(=O)N1c2ccc(S(=O)(=O)N3CCC(C(=O)Nc4ccc(F)cc4)CC3)cc2CC1C (centres undefined)	22	13	-0.4	0.1	0	-3	101	-37	-13
22	CC1CCN(CCOc2cccc(Br)c2)CC1	46	-7	-2.4	-2.2	-8	0	106	8	2
23	O=C(Cc1ccccc1)NCCSCc1ccco1	12	2	-2.4	-0.8	-2	2	96	-7	4
24	CC(NC(=O)COC(=O)CSCc1ccccc1)c1ccccc1 (centres undefined)	13	-2	-1.6	1.4	3	-8	74	-13	-14
25	COc1ccc(CCn2c(=O)[nH]c3cc(C(=O)NCCN4CCOCC4)ccc3c2=O)cc1OC	-18	14	-0.9	-2.1	-1	x	x	-6	-5
26	COc1ccc(OCC(=O)NC2CC(C)(C)NC(C)(C)C2)cc1	12	0	-2.5	-4.6	0	-6	85	2	3
27	Cc1ccccc1NC(=O)CN1C(=O)NC2(CCCCC2)C1=O	2	0	-2.7	-1.7	-5	9	103	2	1
28	COc1cccc2cc(C(=O)NCCc3ccccc3)c(=O)oc12	8	13	0.0	1.2	4	-3	104	-8	2
29	COc1ccc(N=C2C(=O)N3c4c(cccc42)C(C)=CC3(C)C)cc1	18	-7	-2.7	0.8	8	9	94	3	15
30	COC(=O)c1c(C)oc2ccc(NS(=O)(=O)c3cc(OC)ccc3OC)cc12	-7	-2	-5.0	-3.3	-2	-7	91	-6	-1
31	Cc1ccc(-c2nc(CS(=O)(=O)CC(=O)N3CCCCCC3)c(C)o2)cc1	29	20	-2.1	-0.7	15	10	116	-20	0
32	C=C(C)CNC(=S)NNC(=O)CCn1c2ccc(Cl)cc2c2cc(Cl)ccc21	7	-115	0.2	-3.4	-9	-2	93	-3	0
33	COc1cccc(Nc2ccc(-n3ccnc3)nn2)c1	-2	8	-3.0	0.8	3	13	107	-1	1
34	C[n+]1ccc(/C=C/c2ccc(Br)cc2)cc1	0	13	8.3*	-3.1	10	x	x	8	0
35	Cc1ccc(CCNC(=O)C2CC(c3cc(C(F)(F)F)cc(C(F)(F)F)c3)=NO2)cc1 (centres undefined)	13	7	x	x	x	7	109	x	x
36	CCOc1ccc(N2CC(C(=O)Nc3nnc(CC)s3)CC2=O)cc1 (centres undefined)	-4	-16	0.0	0.1	33	-7	96	-36	0
37	COc1ccc2cc(C(=O)C3CCCN(Cc4cnc(N5CCOCC5)s4)C3)ccc2c1 (centres undefined)	7	3	-1.1	-5.3	-36	-7	103	8	-6
38	O=C(CSc1nc2ccccc2c(=O)n1-c1ccccc1)NCC1CCCO1 (centres undefined)	5	-5	0.0	2.4	15	-3	100	-5	-2
39	Cc1ccc(C(=O)Nc2nnc(-c3ccco3)o2)cc1C	6	3	-3.2	-2.3	-7	6	111	-3	9
40	O=S(=O)(NCc1ccco1)c1cccc2cccnc12	0	12	-0.6	2.5	7	1	101	4	5

Carrying on.
nr	SMILES	NALP1 inh	UBC9 SUMO inh	IMP-1 inh	VIM-2 inh	HCV NS3 hel inh	MEKK2 mut-MEK5	MEKK2 WT-MEK5	DNA FID counter	PfM18AAP inh
41	COC(=O)c1cnc(SCc2ccc(Cl)cc2)n1C	19	-16	-0.8	-1.2	-2	-4	96	-5	-1
42	Cc1cccc(NC(=O)c2ccc3nccnc3c2)c1C	15	-4	-3.2	-1.6	2	-1	97	-7	1
43	CCC(C)c1ccc(NC(=O)NCc2cccnc2)cc1 (centres undefined)	28	-4	-0.9	-0.3	6	4	105	-15	1
44	CCOC(=O)c1sc(NC(=S)NC(=O)c2cccc(OC)c2)nc1C	-4	-17	-0.9	0.9	3	-2	98	-5	-2
45	CCC1CCCCN1CCCNC(=O)CCCNC(=O)Cn1cnc2sc3c(c2c1=O)CCCC3 (centres undefined)	11	-3	-0.3	-0.7	-10	2	115	10	-1
46	Cc1cc(Cl)c2oc(C(=O)N3CCN(C(=O)c4ccco4)CC3)c(C)c2c1	18	10	-0.8	-0.1	-3	3	102	-49	-5
47	CCn1cc(C(=O)OCC(=O)Nc2c(C)n(C)n(-c3ccccc3)c2=O)c(=O)c2ccc(C)nc21	-5	4	-4.8	-0.7	4	-5	100	-10	5
48	Cc1[nH]n(-c2ccccc2)c(=O)c1C=NCC1CCCO1 (centres undefined)	-12	6	-3.3	-1.8	-2	-1	97	0	-1
49	Cc1c(C)n(Cc2ccccc2)c2ccc(C(=O)NCCCN3CCOCC3)cc12	24	21	-1.4	2.3	-80	6	112	21	-15
50	O=C(CN1CCN(S(=O)(=O)c2ccc(F)cc2)CC1)Nc1ccc(Cl)cn1	2	5	-0.4	-0.9	0	0	98	-25	1
51	CCCc1cc(=O)[nH]c(SCC(=O)C(C)(C)C)n1	3	2	-2.2	-0.6	11	4	107	-3	0
52	CCC(C(=O)NN1C(=O)c2ccccc2C1=O)c1ccccc1 (centres undefined)	24	28	-1.8	-1.0	-1	-7	98	0	9
53	O=[N+]([O-])c1cc([N+](=O)[O-])c(Oc2cc(F)ccc2F)cc1NN1CCCCC1	15	-3	-0.8	-0.5	5	-7	90	-3	3
54	Cc1c(NC2(C#N)CCCC2)c(=O)n(-c2ccccc2)n1C	-12	16	-3.1	-3.5	6	-3	95	-3	-4
55	COc1ccc(CNC(=O)CCCC(=O)n2nc(C)c3ccccc32)cc1	30	0	2.0	-5.8	2	-3	95	-33	4
56	C=CCN1C(=O)C(CC(=O)Nc2ccc(OC)cc2)N(Cc2ccco2)C1=S (centres undefined)	7	-3	-4.1	0.2	12	-1	93	-5	-7
57	Cc1cccc(N2C(=O)C(Oc3ccc(Cl)cc3Cl)C2C=O)c1C (centres undefined)	-3	1	-3.3	-2.4	-6	-2	103	-6	5
58	CC(=O)Nc1ccc(S(=O)(=O)N2CCC(C(=O)NCCc3ccc(Cl)cc3)CC2)cc1	3	23	-2.0	-2.0	1	6	110	-10	-12
59	Nc1nc(CN2CCN(c3ccccc3F)CC2)nc(N2CCCc3ccccc32)n1	-3	-11	-3.3	-2.4	-9	1	103	-3	-11
60	Cc1cc(C(=O)NC(C)Cc2ccccc2)cc(C)c1[N+](=O)[O-] (centres undefined)	-5	8	-3.4	-1.7	7	-13	82	-5	-6

Four entries from above in a different format:
Value order – NALP1 inh | UBC9 SUMO inh | IMP-1 inh | VIM-2 inh | HCV NS3 hel inh | MEKK2 mut-MEK5 | MEKK2 WT-MEK5 | DNA FID counter | PfM18AAP inh
#7 O=C(COC(=O)c1ccc(Br)cc1)Nc1ccccc1Br
  10 | 1 | -3.4 | -4.2 | -1 | -3 | 100 | -6 | 3
#44 CCOC(=O)c1sc(NC(=S)NC(=O)c2cccc(OC)c2)nc1C
  -4 | -17 | -0.9 | 0.9 | 3 | -2 | 98 | -5 | -2
#8 Cc1cc(=O)[nH]c(SCC(=O)c2ccc(O)c(O)c2)n1
  -1 | 61 | -4.3 | -0.3 | 16 | 5 | 107 | 0 | 68*
#48 Cc1[nH]n(-c2ccccc2)c(=O)c1C=NCC1CCCO1 (centres undefined)
  -12 | 6 | -3.3 | -1.8 | -2 | -1 | 97 | 0 | -1
